# High-throughput results as filed in PubChem BioAssay.
# TR-FRET SRC-2 ct – flags TR-FRET format artefacts in PPARgamma SRC-2 recruitment agonist screen | hit rate 0.4% among 200,000 | AID 1049 | TR-FRET artefact counter-screen; active compounds read high | TR-FRET ratio at 8 µM; in the data active means TR-FRET ratio above about 2000; further: inactives centre near 1500
# TNAP act hi DEA – TNAP (human) activation, high acceptor. P05186. purified TNAP, CDP-star luminescence, 1 M DEA, 30 min; active compounds read high; 0 = EDTA background, 1 = DMSO-only activity. activation factor at 20 µM. 200,000 tested, under 10 active. AID 1136;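 active means activation factor at least 2 at 20 µM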
#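 Dosing: 20 µM single point. System: human TNAP. Amount: TNAP 1/800 final. Incubation: 30 min, room temperature. Read-out: TNAP activation factor scaled between EDTA and DMSO control wells. Signal: luminescence from CDP-star hydrolysis. Medium: 1 M DEA, pH 9.8, Mg2+, Zn2+. Control set: EDTA negative control, DMSO positive control.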
# PPARg SRC2 recr – agonists of SRC-2 recruitment by human PPARgamma; P37231; PPARgamma LBD-SRC-2 recruitment, biochemical; activation, % at 8 µM; hit rate 0.34% among 200,000; AID 1032; in the data active means activation above about 22%;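 further: 0% = vehicle and 100% = reference agonist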
# Target sequence (P37231 whole entry, looked up, the tested form may be a part): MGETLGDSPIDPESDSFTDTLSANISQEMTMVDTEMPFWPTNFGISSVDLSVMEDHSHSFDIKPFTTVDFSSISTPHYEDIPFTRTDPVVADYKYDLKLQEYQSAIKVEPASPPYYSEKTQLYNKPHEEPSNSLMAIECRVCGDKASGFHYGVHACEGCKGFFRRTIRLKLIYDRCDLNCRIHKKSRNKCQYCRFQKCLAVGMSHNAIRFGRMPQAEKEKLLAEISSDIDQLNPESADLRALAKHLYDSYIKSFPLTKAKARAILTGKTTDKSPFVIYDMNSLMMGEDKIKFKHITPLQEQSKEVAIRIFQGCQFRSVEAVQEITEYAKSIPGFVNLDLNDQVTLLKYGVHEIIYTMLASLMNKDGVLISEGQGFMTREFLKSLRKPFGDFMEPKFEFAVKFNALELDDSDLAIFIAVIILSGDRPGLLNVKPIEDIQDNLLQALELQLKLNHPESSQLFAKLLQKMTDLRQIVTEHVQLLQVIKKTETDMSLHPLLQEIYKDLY
# bIAP activator – intestinal alkaline phosphatase (bovine) activation. AID 1016. activation factor at 20 µM. purified bovine IAP, CDP-star luminescence, 30 min; active compounds read high; fold of DMSO-control signal, blank-subtracted. hit rate 0.17% among 200,000;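 active means activation factor of 2 or more at 20 µM, a signal rise over negative controls twice the positive control's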
# PPARg SRC-1 ag – agonists of human PPARgamma SRC-1 coactivator recruitment; P37231; PPARgamma-SRC-1 coactivator recruitment biochemical assay; activation, % at 8 µM; hit rate 0.41% among 200,000; in the data active means activation above about 19%;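 further: 0% = DMSO and 100% = reference agonist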
# bIAP inhibitor – blocks bovine intestinal alkaline phosphatase activity | purified bovine IAP, CDP-star luminescence, 30 min | inhibition, % at 20 µM | 190,000 tested, under 10 active;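 active means over 50% inhibition of intestinal alkaline phosphatase at 20 µM in the single-dose screen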
#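 Assay system – bovine IAP enzyme · Quantity – bovine IAP at 1/65,000,000 final dilution · Detection – CDP-star luminescence signal · Times – 30 min reaction at room temperature · Also added – CDP-star substrate at 30 µM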
# ROMK mod – modulators of human ROMK potassium channel. AID 1918. hit rate 2% among 130,000. B-score at 10 µM. Tet-inducible ROMK, thallium flux fluorescence; actives lie on both sides;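 active means signal ratio slope over the read window, or its plate-corrected B-score, at least 3 SD from the plate mean, either direction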;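 further: B-score of the F/F0 ratio slope over 7 to 12 s after thallium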
# Target sequence (P48048 whole entry, looked up): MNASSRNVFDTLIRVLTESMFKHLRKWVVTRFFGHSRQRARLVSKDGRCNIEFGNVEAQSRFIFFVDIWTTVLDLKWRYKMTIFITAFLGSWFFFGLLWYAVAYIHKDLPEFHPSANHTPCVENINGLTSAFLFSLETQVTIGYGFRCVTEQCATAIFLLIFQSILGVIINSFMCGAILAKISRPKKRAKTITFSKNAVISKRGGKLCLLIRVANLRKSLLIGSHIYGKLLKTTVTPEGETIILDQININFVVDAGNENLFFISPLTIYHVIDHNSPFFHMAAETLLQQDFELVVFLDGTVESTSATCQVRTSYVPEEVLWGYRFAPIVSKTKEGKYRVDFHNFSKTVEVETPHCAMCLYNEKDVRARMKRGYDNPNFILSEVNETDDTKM
# STAT3 blocker – inhibitors of IL-6 induced STAT3 signaling | inhibition, % at 5.5 µM | U3A cells, IL-6 STAT3-luciferase reporter, luminescence; host cell line lacks STAT1 | hit rate 0.89% among 190,000;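 active means inhibition above the mean inhibition across all screened compounds plus 3 SD, cut at about 44% in these data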;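 further: 0% = DMSO only wells and 100% = 100 µM nifuroxazide control wells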
# STAT1 blocker – STAT1 signaling inhibition | NIH 3T3 STAT1-luciferase reporter, IFN-gamma, luminescence | inhibition, % at 5.5 µM | hit rate 0.35% among 200,000 | AID 920;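 active means inhibition above a set limit, the mean inhibition across all tested compounds plus 3 SD, cut at about 34% in these data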;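 further: 0% = IFN-gamma with DMSO and 100% = IFN-gamma with 300 µM nifuroxazide; values of inactives mirror those of a sister screen read the other way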
# PPARg SRC3 recr – PPARgamma-driven SRC-3 recruitment agonism. P37231. biochemical PPARgamma/SRC-3 coactivator recruitment assay. activation, % at 8 µM. hit rate 0.26% among 200,000; in the data active means activation above about 23%;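 further: 0% = DMSO and 100% = reference agonist; some compounds past the cut are filed as inactive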
# STAT3 act – STAT3 signaling activation | U3A cells, IL-6 STAT3-luciferase reporter, luminescence; 100% = signal with IL-6 EC80 alone | activation (% of control), % at 5.6 µM | hit rate 0.91% among 190,000 | AID 871;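 active means activation above the screen-wide mean of compound activation plus 3 SD, cut at about 130% in these data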;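 further: 0% = background luminescence of wells with medium and substrate only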
#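 Material: human U3A cells carrying STAT3-luciferase construct. Measured by: reporter luminescence signal. Timing: compound 1 h, then IL-6 6 h at 37 °C.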
# An asterisk follows results filed as active; . = not tested or not shown.
item	structure	TR-FRET SRC-2 ct	TNAP act hi DEA	PPARg SRC2 recr	bIAP activator	PPARg SRC-1 ag	bIAP inhibitor	ROMK mod	STAT3 blocker	STAT1 blocker	PPARg SRC3 recr	STAT3 act
1	Cc1cccc(NC(=O)c2cccc(Cn3cc(Br)c([N+](=O)[O-])n3)c2)c1C	1546	1	9	0.8	-6	15	.	14	14	11	95
2	C=CCn1c(COc2cccc3ccc(C)nc23)nnc1SCC(N)=O	1541	1	2	1	2	3	.	6	10	-4	98
3	O=C(CCCc1c[nH]c2ccccc12)NCC1COc2ccccc2O1 (centres undefined)	1764	1	7	1.1	14	-7	-2.2	4	-2	5	102
4	CCOC(=O)CSc1nc(NC#N)nc(N(CC)CC)n1	1377	1	10	0.5	-2	48	1.5	0	-5	3	104
5	Cn1c(SCC(=O)N2c3ccccc3CCc3ccccc32)nnc1-c1cc2ccccc2cc1O	1820	1	0	0.9	6	9	-0.49	-1	4	1	101
6	CC1CN(C(=O)COC(=O)c2ccc(Cl)nc2)CC(C)O1 (centres undefined)	1635	1	3	1	17	-5	1.2	6	-5	0	102
7	CCOc1ccc(C(=O)NCCn2cc(SCC(=O)Nc3cc(C)on3)c3ccccc32)cc1	1643	1	3	0.9	-1	10	0.16	9	-2	16	93
8	O=[N+]([O-])c1cccc(S(=O)(=O)c2ccc(N3CCCCC3)c([N+](=O)[O-])c2)c1	1526	1	0	0.3	1	.	.	0	-4	-2	103
9	CCC(C)NC(=O)c1ccc(N2CCC3(CC2)OCCO3)c([N+](=O)[O-])c1 (centres undefined)	1552	1	14	0.9	1	8	-0.36	11	-2	4	91
10	O=C(CN1CCN(c2ccc(O)cc2)CC1)NC1CCCc2ccccc21 (centres undefined)	1370	1	6	1	1	4	0.19	-4	-1	1	104
11	N#C/C(Cn1c[n+](NC(=O)Nc2ccccc2)cn1)=N/O	1631	1	8	1	0	3	.	13	2	5	92
12	CC1CN(CC(O)COc2ccccc2C(C)(C)C)CC(C)O1 (centres undefined)	1436	1	-10	1	4	-2	0.034	-1	-2	-5	104
13	O=C(NNS(=O)(=O)c1ccccc1C(F)(F)F)c1cccc(S(=O)(=O)Nc2ccccc2Cl)c1	1558	1	-6	0.9	-6	7	0.045	-2	-2	3	102
14	COc1ccc(OC)c(NC(=O)c2ccc(NS(C)(=O)=O)cc2)c1	1490	1	3	0.9	4	12	0.09	6	4	-4	93
15	N/C(COc1ncn(-c2ccccc2)n1)=N\S(=O)(=O)c1ccccc1	1525	0.9	10	1	7	4	0.7	12	-10	10	96
16	CCN1c2ccccc2NC2N=C(OC)C(c3ccccc3)C21 (centres undefined)	1533	1	2	1.1	5	-8	-0.48	-2	-1	11	104
17	NC(=O)c1nn(-c2ccccc2)nc1NC(=O)CN1CCCCC1	1736	1	1	1	10	2	0.032	12	2	4	92
18	COc1ccc2c(c1)-c1nc(/N=C/c3cccc(OC)c3O)sc1CC2	1634	1	-4	1.1	-2	-14	-0.091	-3	-9	5	100
19	CCC(C)N1C(=O)CCC1C(=O)NCc1ccc2c(c1)OCO2 (centres undefined)	1625	1.1	2	0.9	-1	7	.	6	4	2	102
20	Cc1cccc(-n2c(-c3ccco3)nc3nc4ccccc4nc32)c1	1442	1	2	0.9	-7	12	.	-1	5	1	105
21	COc1ccc(/C=C/C(=O)Nc2cccc(N3CCOCC3)c2)cc1OC	1573	1	3	0.9	8	11	1.6	1	14	5	104
22	Cc1ccc(S(=O)(=O)NC(c2ccccc2)C(C)C(=O)n2nc(C)cc2C)cc1 (centres undefined)	1353	1	7	1	2	-3	-0.028	1	14	4	97
23	COc1cc(C(=O)Nc2cccc(-c3nnc(-c4ccco4)o3)c2)ccc1OC(C)=O	1504	1	2	0.9	-1	6	0.42	14	-10	-2	93
24	CCOc1ccc(N2C(=O)C3C(C2=O)C3(c2ccccc2)c2ccccc2)cc1 (centres undefined)	1532	1	-2	0.9	5	8	1.3	8	1	5	94
25	CC(C)CNC(=O)C1CCCN(S(=O)(=O)c2ccc(-n3cnnn3)cc2)C1 (centres undefined)	1669	1	8	0.9	-3	6	.	9	-2	5	97
26	O=C(NCc1ccco1)C(c1ccco1)N(Cc1cccs1)C(=O)Cn1nnc2ccccc21 (centres undefined)	1385	1	-2	0.9	-4	6	0.15	5	2	-4	98
27	Cn1c(N)c(C(=O)COC(=O)c2cc(C3CC3)nc3ccccc23)c(=O)n(Cc2ccccc2)c1=O	1642	1	4	0.6	1	38	0.62	1	-8	-1	97
28	CC(OC(=O)C1CC1)C(=O)Nc1ccc([N+](=O)[O-])cc1Cl (centres undefined)	1750	1	4	1.1	6	-6	-0.78	12	-8	4	92
29	CCOC(=O)C1=C(C)NC(=O)NC1c1ccco1 (centres undefined)	1652	1	3	1	-5	-1	.	10	-2	3	96
30	CCCCSc1nnc2n(CCc3ccccc3)c(=O)c3c4c(sc3n12)COC(C)(C)C4	1594	1	-2	1	2	0	0.027	6	-4	3	98

# Compound profiles, as listed above. Order of screens: TR-FRET SRC-2 ct	TNAP act hi DEA	PPARg SRC2 recr	bIAP activator	PPARg SRC-1 ag	bIAP inhibitor	ROMK mod	STAT3 blocker	STAT1 blocker	PPARg SRC3 recr	STAT3 act
# Cn1c(N)c(C(=O)COC(=O)c2cc(C3CC3)nc3ccccc23)c(=O)n(Cc2ccccc2)c1=O in the list: 1642	1	4	0.6	1	38	0.62	1	-8	-1	97
# Cc1ccc(S(=O)(=O)NC(c2ccccc2)C(C)C(=O)n2nc(C)cc2C)cc1 (centres undefined) in the list: 1353	1	7	1	2	-3	-0.028	1	14	4	97
# CC(C)CNC(=O)C1CCCN(S(=O)(=O)c2ccc(-n3cnnn3)cc2)C1 (centres undefined) in the list: 1669	1	8	0.9	-3	6	.	9	-2	5	97
# COc1ccc(/C=C/C(=O)Nc2cccc(N3CCOCC3)c2)cc1OC in the list: 1573	1	3	0.9	8	11	1.6	1	14	5	104
# CCCCSc1nnc2n(CCc3ccccc3)c(=O)c3c4c(sc3n12)COC(C)(C)C4 in the list: 1594	1	-2	1	2	0	0.027	6	-4	3	98

# Next structures follow:
item	structure	TR-FRET SRC-2 ct	TNAP act hi DEA	PPARg SRC2 recr	bIAP activator	PPARg SRC-1 ag	bIAP inhibitor	ROMK mod	STAT3 blocker	STAT1 blocker	PPARg SRC3 recr	STAT3 act
31	COc1ccc(CCNc2ccncn2)cc1	1661	1	-1	1	-2	-5	.	25	22	-2	81
32	Cc1ccccc1NC(=O)N1c2ccccc2CC1C (centres undefined)	1369	1.1	-5	1	-2	0	-0.78	15	-16	0	89
33	Cc1ccc(S(=O)(=O)N/N=C/c2ccc(C(=O)O)cc2)cc1	1403	1	-9	0.9	-5	8	.	5	-10	-3	105
34	O=C1CN(C(=O)COC(=O)CCSc2ccccc2Cl)c2ccccc2N1	1387	1	2	1	2	3	0.44	-13	-1	3	108
35	CC(NC(=O)COC(=O)C1CCN(S(=O)(=O)c2ccccc2C(F)(F)F)CC1)c1ccccc1 (centres undefined)	1613	1	8	1	6	0	0.18	2	-1	6	106
36	CCOCCCNC(=O)C(NC(=O)c1ccccc1O)c1ccc(C)cc1 (centres undefined)	1710	1	-3	0.9	9	5	-0.0028	9	-1	7	102
37	COc1ccc(C(=O)Nc2cc([N+](=O)[O-])ccc2N2CCCC2)cc1	1405	0.8	0	0.8	5	16	-1	13	2	3	94
38	Cc1ccc2nc(NC(=O)CNS(=O)(=O)c3ccc(Br)s3)sc2c1	1592	1	4	1	1	-4	.	-3	-3	-9	106
39	CCOc1ccc(/C=N/NC(=O)CN2CCSCC2)cc1	1663	1	0	0.9	-3	10	-0.086	0	-3	4	100
40	O=C(N/N=C/c1cc([N+](=O)[O-])ccc1O)C1C2CCCCC21 (centres undefined)	1496	1	-4	0.9	-10	5	-1.5	9	-9	-3	97
41	COc1ccc(C(=O)/C=C(/C)N(C)C)cc1	1706	1	-2	1	2	1	.	-2	-5	4	106
42	O=C(Nc1cccc(-c2cn3cccnc3n2)c1)c1ccc2c(c1)OCO2	1361	1	-9	1	-2	4	.	6	0	1	99
43	Cc1ccc(-n2ncc3c(NCCCN4CCOCC4)ncnc32)c(C)c1	1658	1.1	-3	1.1	-3	-8	.	7	1	1	102
44	COc1cc(/C=N/NC(N)=O)ccc1OC(=O)c1ccc(C)cc1	1397	1	-2	0.9	4	6	.	7	-9	-7	102
45	O=C1N=C(c2ccccc2)C(c2ccccc2)N1 (centres undefined)	1732	1.1	-2	0.9	8	13	-2.2	-20	8	11	120
46	CCOc1ccc(CCNC(=O)c2cc3c(C)nccc3[nH]c2=O)cc1OCC	1550	1	-10	0.8	2	16	-0.14	14	16	1	97
47	O=C(O)c1ccc(CNCc2ccccc2Cl)cc1	1471	1	-1	0.9	1	13	.	9	3	-17	99
48	CC(=O)Nc1cccc([N+](=O)[O-])c1	1580	1	-2	0.9	0	11	2.2	-3	-6	4	105
49	Cc1cc2nc(-c3ccc(NC(=O)c4cccnc4)cc3)oc2cc1C	1600	1.1	4	1	7	0	.	8	-39	-3	99
50	C=CCNC(=O)c1onc(CSc2cc(C)cc(C)c2)c1C(=O)O	1372	1	-8	1	-15	3	.	-29	6	-13	124
51	CCn1nc(C(=O)NC2=NCCS2)c2ccccc2c1=O	1484	1	2	1.2	-2	-24	.	5	5	-6	98
52	O=C(C1CCCCN1S(=O)(=O)c1ccc(F)cc1)N1CCN(c2ccccc2F)CC1 (centres undefined)	1576	1	6	1	6	-2	.	7	-1	11	98
53	Cc1cc(C)cc(NC(=O)C(=O)NCC2CCCO2)c1 (centres undefined)	1580	1	-9	1	-8	2	-0.3	13	-8	-4	95
54	Cc1c(NC(=O)c2ccc(C(C)(C)C)cc2)cccc1[N+](=O)[O-]	1396	1	-4	0.9	2	7	-0.028	-12	-31	-1	108
55	CCN(CC)C(=O)NC1CC2CCCC(C1)N2Cc1ccccc1 (centres undefined)	1508	1.1	0	0.9	7	7	.	12	2	5	98
56	O=C(c1ccc2c(c1)OCO2)C1CCCN(Cc2ccc3nsnc3c2)C1 (centres undefined)	1536	1	6	0.9	9	5	0.031	6	8	6	99
57	COc1ccc(-c2[nH]ncc2CNC(C)CCn2cccn2)c(F)c1 (centres undefined)	1485	1	-4	1.3	0	-25	0.2	0	3	0	106
58	O=C(CSCc1ccccc1)Nc1cccc(F)c1	1544	1	-3	1	0	-2	.	-3	-2	4	108
59	COc1ccc2[nH]c(=O)c(CN(CCCN(C)C)C(=O)Nc3ccc(F)cc3)cc2c1	1629	1.1	5	1.2	1	-18	.	-8	11	-3	112
60	COc1ccc(NC(=O)CCSc2nnc(C)s2)cc1	1671	1	8	0.9	8	13	0.94	1	7	12	99

# Rows are unselected (roughly 3.7% active in at least one column).
